# EBI2 antag = blocks human EBI2 receptor beta-arrestin signaling; P32249; EBI2 beta-arrestin recruitment, luminescence, 7a,25-OHC stimulated; inhibition, % at 5 µM; 360,000 tested, 0.81% active; in the data active means inhibition above about 38%;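 further: enzyme fragment complementation signal reports receptor beta-arrestin coupling in cells; 0% = agonist plus DMSO wells and 100% = wells without agonist; some results beyond the cut were filed as inactive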
# Target sequence (P32249 whole entry, looked up, the tested form may be a part): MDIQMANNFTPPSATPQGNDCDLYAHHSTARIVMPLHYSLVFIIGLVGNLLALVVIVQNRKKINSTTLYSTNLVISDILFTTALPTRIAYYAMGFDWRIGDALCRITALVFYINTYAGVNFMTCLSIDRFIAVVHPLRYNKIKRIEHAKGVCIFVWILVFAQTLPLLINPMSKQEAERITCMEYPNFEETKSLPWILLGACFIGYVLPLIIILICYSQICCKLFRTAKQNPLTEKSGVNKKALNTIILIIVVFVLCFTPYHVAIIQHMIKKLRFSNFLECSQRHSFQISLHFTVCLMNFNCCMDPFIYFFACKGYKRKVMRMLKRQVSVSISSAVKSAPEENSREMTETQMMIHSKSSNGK
# CCR6 antag = antagonists of human CCR6 receptor. P51684. CHO-K1 CCR6 PathHunter beta-arrestin, luminescence, CCL20-stimulated. inhibition, % at 20 µM. 340,000 tested, 0.49% active. AID 493098;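 active means compounds whose inhibition of the agonist-driven luminescence signal at 20 µM reaches about 50%, limit read from the data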;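 further: cells stimulated with CCL20 at 14 nM final; plate controls were DMSO with CCL20 for no effect and DMSO without agonist for full effect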
# Target sequence (P51684 whole entry, looked up): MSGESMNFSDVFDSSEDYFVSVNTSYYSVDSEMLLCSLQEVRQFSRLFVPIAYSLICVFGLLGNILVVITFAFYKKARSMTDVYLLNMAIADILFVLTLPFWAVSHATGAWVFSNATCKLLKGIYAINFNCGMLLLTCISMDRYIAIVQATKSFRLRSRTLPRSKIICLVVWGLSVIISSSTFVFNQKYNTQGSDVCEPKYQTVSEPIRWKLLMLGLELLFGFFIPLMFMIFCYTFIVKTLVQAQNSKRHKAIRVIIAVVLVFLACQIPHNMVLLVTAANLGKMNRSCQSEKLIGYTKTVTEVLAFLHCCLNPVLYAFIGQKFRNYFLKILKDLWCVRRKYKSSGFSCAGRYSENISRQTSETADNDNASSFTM
# Jurkat NFkB inh = inhibitors of the PMA/ionomycin-induced NF-kB reporter in Jurkat cells; inhibition, % at 4 µM; 330,000 tested, 0.53% active; PMA/ionomycin-induced NF-kB luciferase reporter, luminescence; in the data active means inhibition above about 50%
# CHOP UPR activ = apoptotic UPR (CHOP) activation. CHO-CHOP luciferase reporter, luminescence; percent of tunicamycin response over DMSO baseline. activation, % at 10 µM. 330,000 tested, 0.34% active. AID 449763;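 active means at 10 µM dose, activation of 40% or more, normalized to positive control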;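 further: 100% = tunicamycin at 10 µg/mL and 0% = DMSO alone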
#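 Assay system: CHO-CHOP cells, stable luciferase reporter of PERK-eIF2a-CHOP signalling / Buffer or medium: F12 plus 10% serum / Compound dosing: one dose, 10 µM in 0.5% DMSO / Times: 6 h compound treatment, 37 °C / Technique: luciferase luminescence / Read-out: % reporter activation, DMSO baseline versus tunicamycin full activation / Benchmarks: tunicamycin and DMSO controls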
# 697 NFkB inh = inhibitors of the PMA/ionomycin-induced NF-kB reporter in 697 B cells; inhibition, % at 4 µM; 697 B-cell NF-kB luciferase reporter, 16 h; 330,000 tested, 0.33% active; in the data active means inhibition above about 35%
# Gli-Sufu block = blocks Gli-Sufu signaling in a luciferase reporter; Sufu-KO-LIGHT fibroblasts, Gli luciferase reporter luminescence; inhibition, % at 5 µM; 340,000 tested, 0.74% active; AID 588413;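 active means inhibition above about 55%, limit read from the data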;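 further: 0% = DMSO-treated cells and 100% = wells with medium but no cells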
# CXCR6 block = blocks human CXCR6 beta-arrestin recruitment; 360,000 tested, 0.36% active; CHO-K1 PathHunter CXCR6 beta-arrestin, luminescence; O00574; inhibition, % at 20 µM; AID 602244; in the data active means inhibition above about 34%, passing the limit was not always enough;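 further: antagonist mode with CXCL16 agonist at 10 nM final; 0% = 10 nM CXCL16 with DMSO and 100% = unstimulated wells without agonist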
# Target sequence (O00574 whole entry, looked up): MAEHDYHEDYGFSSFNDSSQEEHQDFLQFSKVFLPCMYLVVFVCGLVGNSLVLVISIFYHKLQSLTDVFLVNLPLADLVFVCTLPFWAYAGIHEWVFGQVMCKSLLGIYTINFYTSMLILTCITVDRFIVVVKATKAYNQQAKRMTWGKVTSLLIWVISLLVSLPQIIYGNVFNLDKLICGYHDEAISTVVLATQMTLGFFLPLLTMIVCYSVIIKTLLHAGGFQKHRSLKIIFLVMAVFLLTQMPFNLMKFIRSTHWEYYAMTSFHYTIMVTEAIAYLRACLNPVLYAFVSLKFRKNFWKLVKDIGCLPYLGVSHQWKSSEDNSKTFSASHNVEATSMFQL
# XBP1 UPR activ = activators of adaptive arm of unfolded protein response (XBP1) | CHO-XBP1 luciferase reporter, IRE1-XBP1 UPR activation, luminescence; percent of tunicamycin response, DMSO as zero | activation, % at 20 µM | 330,000 tested, 0.33% active | AID 463104;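 active means versus positive control, 20 µM dose yields 30% or more activation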;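 further: 100% = tunicamycin at 10 µg/mL and 0% = DMSO only wells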
#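 Assay system: CHO-XBP1 luciferase reporter cells; Schedule: 6 h treatment, 37 °C; Detection: glow luminescence from Steady-Glo reagent; Benchmarks: high control tunicamycin 10 µg/mL final, low control DMSO vehicle only.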
# Mdm2 MdmX PPI = human Mdm2/MdmX binding inhibition | SaOS-2 split-luciferase Mdm2/MdmX complementation, luminescence | inhibition, % at 8 µM | 330,000 tested, 3% active;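 active means inhibition of at least 50% at 8 µM in the primary screen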
# The depositor's hits bear a star; · = no result given. Rows were taken by chance, and some 5% of all compounds hit somewhere here.
# The line under a structure holds: CHOP UPR activ	Jurkat NFkB inh	Gli-Sufu block	EBI2 antag	CCR6 antag	XBP1 UPR activ	CXCR6 block	697 NFkB inh	Mdm2 MdmX PPI
Cc1cc(N2CCC(C)CC2)nc(SCC(=O)c2ccccc2)n1
  0.0	-19	-16	1	7	1	-6	-112	7
CN(c1ccccc1)c1nc2ccsc2c(=O)s1
  2.5	-58	-87	-4	-13	9	0	-74	-80
O=C(Nc1cc(S(=O)(=O)N2CCOCC2)ccc1N1CCCC1)c1cc(F)c(F)cc1Cl
  0.2	-6	-4	3	8	-2	11	-19	23
Cc1ccc(C(=O)Nc2scc(-c3ccccc3)c2C(=O)O)o1
  -0.4	4	-3	-2	4	0	0	6	8
CCN1C(=O)NC2C1N(S(C)(=O)=O)CCN2S(C)(=O)=O (stereo unspecified)
  1.0	0	2	-7	2	0	-5	13	-21
COc1ccc(-c2csc(NC(=O)Cc3cccc4ccccc34)c2C(=O)O)cc1
  ·	·	-5	-3	-2	·	-9	·	·
Cc1cc(NC(=O)COC(=O)C2COc3ccccc3O2)no1 (stereo unspecified)
  0.2	14	-5	-3	-2	2	-7	10	9
Cc1c(C=O)c2ccccn2c1C(=O)c1cccc([N+](=O)[O-])c1
  -1.9	3	3	-6	-1	1	-5	11	-2
Cc1cccc(Nc2nc(N)c([N+](=O)[O-])c(N3CCCC(C)C3)n2)c1 (stereo unspecified)
  -0.3	21	6	7	14	5	7	-21	40
O=C1CC(c2ccccc2)C(=O)N2C(=O)CC(c3ccccc3)C(=O)N12 (stereo unspecified)
  ·	·	5	-8	-3	·	-1	·	·
O=C(COc1ccccc1)N(Cc1cccc(F)c1)C1CCS(=O)(=O)C1 (stereo unspecified)
  1.4	-3	·	-3	3	0	2	-2	28
COc1ccc(C2CC(c3ccccc3)=NN2C(=O)COC(=O)c2cccnc2Cl)cc1 (stereo unspecified)
  1.7	-16	2	2	23	1	-16	-30	-16
Cc1ccc(-c2nc(CNC(=O)c3cc(C)on3)cs2)cc1
  -0.4	-3	7	5	3	0	-6	-4	15
CCn1c(CSCc2ccc(Cl)cc2)nnc1SCC(=O)Nc1cccc(C(=O)O)c1
  1.1	-1	7	-1	11	-2	-3	14	21
COc1ccc(-c2nnn(CC(=O)c3ccccc3)n2)cc1OC
  1.5	-17	-2	-4	6	-2	0	5	14
COc1cc2[nH]c(=S)nc(NCCCOC(C)C)c2cc1OC
  1.5	9	5	-8	10	0	-6	-1	15
CCC(C)N(C(=O)CSc1nnc(-c2cccs2)n1C1CC1)C1CCS(=O)(=O)C1 (stereo unspecified)
  -1.2	-1	3	0	6	-3	8	4	24
COc1ccccc1NC(=O)N1CCC(c2nc3ccccc3o2)CC1
  0.8	16	4	-6	9	-2	6	-5	10
O=Nc1onc(-c2ccc([N+](=O)[O-])cc2)c1NO
  -0.7	0	9	-1	7	-1	0	6	6
CC(C(=O)N1CCN(c2ccccc2)CC1)N1C(=O)C2CC=CCC2C1=O (stereo unspecified)
  0.2	13	0	-18	15	-1	-7	5	-12
CC(=O)Nc1cc(C(=O)c2ccccc2)ccc1N1CCOCC1
  0.1	7	4	8	-3	0	1	-6	-7
CCOc1ccc(N2CC(O)(c3cccs3)[N+]3=C2CCCC3)cc1 (stereo unspecified)
  -1.9	6	44	2	0	-1	4	18	-2
O=C(NCCN1C(=O)S/C(=C/c2ccccc2)C1=O)C1CCCN1C(=O)c1cccs1 (stereo unspecified)
  -2.0	5	4	-5	10	0	-2	4	10
COc1ccc(C2CC(c3cccs3)=NN2C(=O)CSc2nnnn2C)cc1OC (stereo unspecified)
  -0.5	-3	2	-12	17	-4	9	5	-8
CCOC(=O)c1ccc(-c2ccc(/C=C(\C#N)C(=O)NCC3CCCO3)o2)cc1 (stereo unspecified)
  3.3	-16	-33	-11	10	22	10	-17	27
CN(C)CCNC(=O)/C(=C/c1ccc(-c2cccc(Cl)c2)o1)NC(=O)c1ccccc1
  0.0	1	2	-10	-34	1	4	13	91*
COc1ccc(CCN(C(=O)Cn2nnc3ccccc32)C(C(=O)NCC2CCCO2)c2ccncc2)cc1OC (stereo unspecified)
  0.0	-10	6	-8	-3	0	3	21	14
Cc1ccc(NC(=O)C2CCCN(S(=O)(=O)c3ccc4c(c3)oc(=O)n4C)C2)nc1 (stereo unspecified)
  0.2	20	5	3	8	-3	12	15	-1
CSC(=S)N/N=C/c1ccc(N(C)C)cc1
  4.3	-46	-2	4	22	4	2	-41	-16
Cc1ccc(N2CCN(S(=O)(=O)c3ccc(C)cc3)CC2)cc1
  3.3	3	24	-11	6	1	-4	-20	21
COc1ccc(Cn2c(=S)[nH]c3cc(C(=O)NCc4cccnc4)ccc3c2=O)cc1
  3.3	-8	6	8	17	-1	8	-20	74*
N#CC(CC(=O)c1ccc(F)cc1)c1ccc2c(c1)OCO2 (stereo unspecified)
  1.7	-3	-3	14	18	3	-6	6	-8
CCOc1ccc(N(CC(=O)NC2CCCC2)S(=O)(=O)c2c(C)[nH]c(=O)[nH]c2=O)cc1
  -0.5	4	8	-5	7	-3	4	14	17
CCOC(=O)c1csc(NC(=O)CN2CCCCC2)n1
  1.3	-6	1	-12	4	0	-1	14	-3
Cc1sc2nc(CSC(C)C(=O)NC3(C#N)CCCCC3)[nH]c(=O)c2c1C (stereo unspecified)
  -2.4	0	·	0	12	1	2	3	20
Cc1cc(SCC(=O)c2cccs2)n2nc(C)c(-c3ccccc3)c2n1
  0.2	-13	-1	5	19	0	1	5	5
Cc1cc(=O)oc2c3c(cc(OCC(=O)NCCCn4ccnc4)c12)OC(C)(C)CC3
  1.7	-7	7	2	8	-2	11	-15	26
O=C(NCCCn1ccnc1)C(=O)c1cn(CC(=O)N2CCCCCC2)c2ccccc12
  1.3	14	24	-6	-13	0	3	0	-4
CCCCN(C)CCCNC(=O)CC1Oc2ccccc2NC1=O (stereo unspecified)
  0.2	5	-3	-1	-1	-3	0	-1	-2
CC(C)(C)NCC(O)(c1ccc(Cl)cc1)c1ccc(Cl)cc1
  -0.3	9	23	2	14	0	1	-9	8
CCOc1cc(CNCc2ccccn2)cc(Cl)c1OCC
  2.2	2	-4	-16	0	-1	-4	-8	9
CCCCCCCNC(=O)C1(CC2CC(c3ccc(Cl)cc3)=NO2)CCN(C(=O)CCCCCBr)CC1 (stereo unspecified)
  -0.1	16	-3	9	1	-1	0	11	21
N#C/C(C(N)=O)=c1/ccc2c(c1)N1C3=C(CCCC3)CC3CCCCC31N=2 (stereo unspecified)
  0.6	-4	21	·	41	4	·	-7	41
CCCC(=O)Nc1c2c(nn1-c1ccc(C)cc1)CS(=O)(=O)C2
  0.7	14	11	-5	16	-1	0	12	9
CCN1C(=O)[C@@H]2[C@@H](c3ccc(-c4ccc(OC)cc4)c(OC)c3)N3CCC[C@@]3(C(=O)OC)[C@@H]2C1=O
  1.7	0	-3	1	-2	-1	3	19	28
COc1ccc(OCCCC(=O)Nc2cccnc2)cc1
  0.2	2	14	-1	6	0	5	1	11
Cc1cc(C)nc(Nc2n[nH]c(-c3cccc4ccccc34)n2)n1
  1.3	-24	-11	0	10	2	-2	-5	-13
COc1cc2c(C#N)c(N3CCc4ccccc4C3)nc(N)c2c(N)n1
  0.4	4	-3	12	13	8	-1	-10	37
COC(=O)c1ccc(CSc2nncn2C)cc1
  2.7	-32	18	2	-8	2	-2	-32	-24
Cc1ccc(N(CC(=O)NC2CCCCCC2)S(=O)(=O)c2c(C)nn(C)c2C)cc1
  0.0	-2	3	-1	-11	0	-2	-15	-38
Cc1ccc(/C=N/NS(=O)(=O)c2ccc([N+](=O)[O-])cc2)o1
  0.0	12	-5	-3	4	-1	3	7	20
CC1CCCN(Cc2nc3c(c(=O)n(C)c(=O)n3C)n2CC(=O)c2ccccc2)C1 (stereo unspecified)
  1.3	3	10	8	13	-2	3	-12	-9
Cc1nc(C)c(CC(=O)N2CCc3c([nH]c4ccccc34)C2c2ccccn2)s1 (stereo unspecified)
  0.7	8	3	-12	17	2	-4	-1	-29
CCCCn1c(N)c(N(CC(C)C)C(=O)c2ccc(F)c(S(=O)(=O)N3CCOCC3)c2)c(=O)[nH]c1=O
  -1.7	-8	-10	2	-7	-1	-5	22	32
Cc1ccc2c(c1)c1c(n2CC(O)Cn2ccnc2C)C(=O)CCC1 (stereo unspecified)
  -1.8	-12	35	5	4	7	1	-1	31
COc1ccc(N2CCN(C3CC(=O)NC3=O)CC2)cc1 (stereo unspecified)
  2.3	15	-17	-9	-1	-3	-3	16	6
COc1ccc2[nH]c3nc(SCC(=O)Nc4cccc(NC(C)=O)c4)nnc3c2c1
  1.6	-16	-14	0	12	1	0	-2	20
CCC(C)Nc1nc2c(c(=O)n(C)c(=O)n2C)n1Cc1ccc(Cl)cc1 (stereo unspecified)
  -1.7	-8	·	2	8	-4	-1	-6	-7
N#Cc1ccccc1COC(=O)c1ccc2c(c1)OCCO2
  2.9	-2	-23	-4	11	-1	2	4	-21
COc1ccc(CN2C(=O)NC3(CCOc4ccccc43)C2=O)cc1F (stereo unspecified)
  -0.1	-5	3	2	12	6	-10	-7	1

# Pulled by compound from the entries so far:
# The line under a structure holds: CHOP UPR activ	Jurkat NFkB inh	Gli-Sufu block	EBI2 antag	CCR6 antag	XBP1 UPR activ	CXCR6 block	697 NFkB inh	Mdm2 MdmX PPI
COC(=O)c1ccc(CSc2nncn2C)cc1
  2.7	-32	18	2	-8	2	-2	-32	-24
CCCCCCCNC(=O)C1(CC2CC(c3ccc(Cl)cc3)=NO2)CCN(C(=O)CCCCCBr)CC1 (stereo unspecified)
  -0.1	16	-3	9	1	-1	0	11	21
CCCC(=O)Nc1c2c(nn1-c1ccc(C)cc1)CS(=O)(=O)C2
  0.7	14	11	-5	16	-1	0	12	9
N#Cc1ccccc1COC(=O)c1ccc2c(c1)OCCO2
  2.9	-2	-23	-4	11	-1	2	4	-21
CCC(C)Nc1nc2c(c(=O)n(C)c(=O)n2C)n1Cc1ccc(Cl)cc1 (stereo unspecified)
  -1.7	-8	·	2	8	-4	-1	-6	-7

# Next part.
# The line under a structure holds: CHOP UPR activ	Jurkat NFkB inh	Gli-Sufu block	EBI2 antag	CCR6 antag	XBP1 UPR activ	CXCR6 block	697 NFkB inh	Mdm2 MdmX PPI
C=CCNC(=O)CC12CC3CC(C1)CC(CC(=O)NCC=C)(C3)C2
  1.4	6	-9	-6	-13	1	-4	-24	1
COC(=O)[C@H](Cc1ccccc1)NC(=O)O[C@H]1C(=O)c2ccc(OC)cc2O[C@@H]1c1ccc2c(c1)OCO2
  -2.4	-6	-7	·	-18	2	·	4	21
CC(NC(=O)CCC(=O)NCc1ccc(F)cc1)c1ccccc1 (stereo unspecified)
  1.8	-45	1	7	18	-2	80*	-29	8
O=C(COc1ccc(Cl)cc1Cl)N/N=C1\CCCc2ccccc21
  0.6	-9	0	4	-14	2	1	1	13
CN(C(=O)COC(=O)c1ccc(S(=O)(=O)N2CCOCC2)cc1)C1CCCCC1
  -0.4	-6	3	-6	0	-2	4	10	8
Cc1n[nH]c(C)c1CCN(C)Cc1cn(C)nc1-c1ccc2c(c1)OCCO2
  -1.2	-12	-16	-4	-3	-2	1	9	17
